# AMA1-RON2 inh: disrupts binding of P. falciparum AMA1 to RON2. AlphaScreen AMA1-biotinylated RON2 peptide binding. Potency, µM (highest dose often 58.2 µM), inactives show at the top dose activity change, negative = inhibition, most hits filed as inhibitors. actives 0.2% (n = 360,000). AID 720542;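 further: potency means the concentration at half of the fitted maximal effect; 0% = vehicle wells and -100% = peptide control; nearly all actives have a fitted effect of over 45% in size; some results filed as inactive show a strong effect at the top dose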
#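 AMA1 (3D7) with his tag at 25 nM final met compounds first, then biotinylated RON2 peptide at 25 nM; detection used donor plus acceptor beads, 10 µg/mL apiece, read by AlphaScreen after 30 min at room temperature.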
# TbPYK inhibitor: inhibitors of Trypanosoma brucei pyruvate kinase; Q57TT1; TbPYK enzyme, Kinase-Glo Plus ATP luminescence, 45 min; Potency, µM (top dose mostly 76.8 µM), without a hit: at the top dose activity, negative = inhibition, hits mostly inhibitors; actives 0.12% (n = 410,000); further: potency means the concentration at half of the fitted maximal effect; nearly all actives have a fitted effect of over 50% in size
#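 Assay buffer: 50 mM TEA pH 7.2, 100 mM KCl, 10 mM MgCl2, 0.05% BSA, 0.01% Tween-20. Pyruvate kinase from T. brucei plus substrate met compound, then ADP (130 uM final). Luminescence was read post 45 min RT.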
# LmPK inh: blocks Leishmania mexicana pyruvate kinase activity. Q27686. purified LmPK, Kinase-Glo ATP luminescence, 1 h. Potency, µM (doses to about 57.5 µM), inactives show top-dose activity change, negative = inhibition, most hits filed as inhibitors. actives 0.37% (n = 290,000). AID 1721; further: potency means the concentration at half of the fitted maximal effect
# Target sequence (Q27686 whole entry, looked up): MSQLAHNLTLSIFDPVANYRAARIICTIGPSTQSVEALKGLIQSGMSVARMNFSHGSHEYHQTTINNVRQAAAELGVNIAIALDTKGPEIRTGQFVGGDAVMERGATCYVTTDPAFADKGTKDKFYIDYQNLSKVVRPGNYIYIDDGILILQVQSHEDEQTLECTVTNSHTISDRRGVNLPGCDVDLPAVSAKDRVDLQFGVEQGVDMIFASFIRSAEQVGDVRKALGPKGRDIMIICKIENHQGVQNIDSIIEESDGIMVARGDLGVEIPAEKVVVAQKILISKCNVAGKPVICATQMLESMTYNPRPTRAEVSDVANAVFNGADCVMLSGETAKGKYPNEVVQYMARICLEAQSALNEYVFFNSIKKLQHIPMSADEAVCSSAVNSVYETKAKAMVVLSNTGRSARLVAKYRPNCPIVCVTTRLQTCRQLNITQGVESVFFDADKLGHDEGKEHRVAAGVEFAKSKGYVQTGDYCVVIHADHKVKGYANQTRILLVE
#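 ATP generated from ADP (0.1 mM) and PEP (0.5 mM) by 0.1 nM LmPK over 1 h at room temperature (pH 7.2 imidazole buffer) was detected by coupled luciferase luminescence. Values were normalized to uninhibited and no-enzyme wells.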
# AmpC no deterg: blocks E. coli AmpC beta-lactamase in detergent-free assay. P00811. AmpC nitrocefin hydrolysis, absorbance 480 nm, 0.0001% Triton. Potency, µM (doses to about 57.1 µM), without a hit: at the top dose activity change, negative = inhibition, most hits filed as inhibitors. actives 0.52% (n = 330,000);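 further: potency means the concentration at half of the fitted maximal effect; plate controls were no compound for no effect and no enzyme for full effect; nearly all actives have a fitted effect of over 20% in size; some results filed as inactive show a strong effect at the top dose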
# Target sequence (P00811 whole entry, looked up): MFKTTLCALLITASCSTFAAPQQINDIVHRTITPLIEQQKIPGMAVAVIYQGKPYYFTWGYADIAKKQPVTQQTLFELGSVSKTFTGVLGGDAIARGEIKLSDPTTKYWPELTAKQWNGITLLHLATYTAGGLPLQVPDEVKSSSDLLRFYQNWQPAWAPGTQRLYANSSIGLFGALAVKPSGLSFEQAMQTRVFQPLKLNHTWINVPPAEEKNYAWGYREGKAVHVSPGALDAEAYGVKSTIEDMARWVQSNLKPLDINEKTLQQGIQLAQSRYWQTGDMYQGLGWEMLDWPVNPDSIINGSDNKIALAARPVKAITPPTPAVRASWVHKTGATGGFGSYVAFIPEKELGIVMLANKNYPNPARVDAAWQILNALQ
#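 AmpC (5.3 nM in the dispensed reagent) in 20 mM phosphate pH 7.0 with 0.01% (detergent screen) or 0.0001% Triton X-100 was preincubated with compounds for 15 min at room temperature. Nitrocefin was then added from an 800 uM solution, and hydrolysis was followed at 480 nm.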
# HCMV antiviral: blocks human cytomegalovirus replication | HFF cells, HCMV-luciferase reporter, 72 h; hits give low values | activity change, negative = inhibition, % at 57.5 µM | actives 4.5% (n = 410,000) | AID 1259415; in the data active means activity change below about -60%; inconclusive means no clear call, values can overlap the other calls; inactive means above about -39%
#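 Luciferase read-out from HCMV-luciferase-infected HFFs (MOI 1 PFU/cell) 72 h post infection at 37C; compounds added after 16 h cell attachment; activity normalized between buffer-only basal and Salinomycin (10uM) inhibitor controls.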
# AmpC inh detg: AmpC beta-lactamase inhibition with detergent present | P00811 | Potency, µM (top dose mostly 114 µM), without a hit: at the highest dose activity change, negative = inhibition, usual class: inhibitors | AID 485294 | actives 0.041% (n = 370,000) | AmpC hydrolysis of nitrocefin, absorbance 480 nm, 0.01% Triton;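 further: potency means the concentration at half of the fitted maximal effect; 0% = no-compound wells and -100% = no-enzyme wells; nearly all actives have a fitted effect of over 25% in size; some results filed as inactive show a strong effect at the top dose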
#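 20 mM phosphate pH 7.0 + 0.01% (detergent screen) or 0.0001% Triton X-100; 5.3 nM AmpC reagent; cpd preinc 15 min RT; nitrocefin (800 uM stock) to start; A480 q20 s × 4 min; Activity was normalised to no-enzyme and no-compound control wells.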
# HCV inh: inhibitors of hepatitis C virus infection; actives 3.4% (n = 340,000); Potency, µM (series often up to 41.8 µM), for the others: at the top dose activity change, negative = inhibition, usual class: inhibitors; Huh7.5.1 HCVcc-Cre infection, luciferase reporter, 44 h; AID 651820; further: potency means the concentration at half of the fitted maximal effect
#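 Reporter virus HCVcc-Cre (~0.5 moi) infects cells exposed to compound; seeding density 1,000 cells/well with 4 h settling beforehand. Luminescence, 15 sec read, taken 44 h post-infection following a 15 min RT substrate incubation.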
# * hit, by the source's call; ? = inconclusive; / = not tested or not shown; & = joins results of further samples; [ ] = remark or other dose. Unless noted, the call rests on the fitted dose curve; in most records, active means well fitted curve in the direction sought with a large enough effect; inconclusive means small, poorly fitted or top-dose-only effect, or another doubt; inactive means no such curve, though single readings can be large; an effect the other way counts as inactive or inconclusive. Unless noted, on the % scale 0 is the no-effect control and ±100 the full control effect.
nr	canonical_smiles	AMA1-RON2 inh	TbPYK inhibitor	LmPK inh	AmpC no deterg	HCMV antiviral	AmpC inh detg	HCV inh
1	Cc1nnc(SCCn2c(N3CCN(C)CC3)nc3c2c(=O)n(C)c(=O)n3C)s1	-4.2%	-4.0%	4.1%	-11.5%	-13.4	8.5%	0.5%
2	CCC(=O)N1CCc2cc(Br)cc(S(=O)(=O)CCC(=O)N3CCN(c4cc(C)ccc4C)CC3)c21	/	-4.5%	/	/	10.4	?	/
3	CO[C@H]1C=CCCC=CC(=O)O[C@H]([C@H](C)C(=O)CCCC2CC(=O)NC(=O)C2)C(C)=C[C@@H](C)[C@@H]1O	0.9%	-3.8%	/	/	28.9	/	/
4	O=C(O)c1ccc(NC(=O)C2C3CCC(C3)C2C(=O)O)cc1 (configuration not stated)	-25.1%	-0.4%	1.8%	-9.1%	82.1	?	15.8%
5	Cc1ccc(Cn2c(CCCNC(=O)c3ccco3)nc3ccccc32)cc1	/	0.0%	/	/	-6.0	0.7%	/
6	OCCN1CCN(c2cc(-c3ccc(CO)cc3)nc3ccnn23)CC1	6.0%	-0.8%	/	/	3.6	/	/
7	C[C@]1(C(=O)NCCN2CCOCC2)C=C[C@@H](Cc2ccccc2)N1C(=O)c1ccccc1	12.9%	-4.1%	-0.1%	79.9%[activator]	-5.5	-14.7%	9.2%
8	COc1ccc(OCC(O)CNC(=O)c2ccc(C)cc2)cc1 (configuration not stated)	-5.8%	-0.6%	0.9%	0.4%	49.6	5.6%	-4.2%
9	COc1cc2c(cc1OC)C1C/C(=N\O)C(CC(C)C)CN1CC2 (configuration not stated)	-3.4%	5.8%	-1.8%	0.6%	-3.0	?	-29.8%
10	CCOc1ccccc1Oc1nc(-c2ccccc2O)nc2ccccc12	-9.5%	1.1%	-5.5%	-16.6%	26.1	-1.6%	7.9%
11	COC(=O)c1cc(C(=O)Nc2nnc(CC(C)C)s2)cc([N+](=O)[O-])c1	66.1%[activator]	-1.0%	0.8%	-19.9%	?	-7.2%	1.8%
12	COc1cccc(NCc2cc(=O)oc3cc(C)c(C(C)C)cc23)c1	-11.6%	1.4%	-1.4%	-28.3%	-26.4	7.0%	10µM*
13	Cc1ccc(S(=O)(=O)Nc2ccc(Nc3nccn4c(-c5ccc6ccccc6c5)cnc34)cc2)cc1	74.1%[activator]	2.8%	/	/	5.3	/	/
14	COc1ccc(C(=O)NC(NC(=O)c2ccc(OC)c(OC)c2)c2ccccc2F)cc1OC	13.5%	14.3%	1.1%	36.1%	9.1	?	-0.7%
15	O=C(Nc1cccc(C(F)(F)F)c1)C(SCCO)c1ccccc1 (configuration not stated)	17.8%	0.1%	1.0%	-21.3%	-26.3	0.7%	-3.6%
16	CN(CC(=O)Nc1ccc(Cl)cc1)C(=O)c1ccc(-n2cncn2)c([N+](=O)[O-])c1	-17.2%	0.7%	/	-6.8%	10.7	?	8.4%
17	COc1cc(C(=O)N2CCN(C(=O)COc3ccc4ccccc4c3)CC2)cc(OC)c1OC	1.4%	-7.0%	-2.6%	135.6%[activator]	18.6	-17.5%	-10.1%
18	CCCC(NS(=O)(=O)c1ccc(C)cc1)C(=O)O (configuration not stated)	9.9%	-1.9%	9.8%	-23.9%	9.2	?	-10.9%
19	O=C(O)c1ccc(OCc2cn3ccccc3n2)cc1	-2.1%	-1.0%	-10.7%	-12.6%	5.2	-7.2%	23.9%
20	COc1cc(/C=C/C(=O)O)cc(S(=O)(=O)Nc2cccc(SC)c2)c1OC	-3.6%	-7.6%	7.2%	-20.2%	-6.0	?	19.1%
21	COc1ccc(-c2cc(NC(C)=O)c3ncc(-c4cccc(C(F)(F)F)c4)n3c2)c(OC)c1	18.1%	3.8%	/	/	?	/	/
22	c1ccc(Cc2nc(-c3ccccn3)no2)cc1	29.4%	-14.4%	-13.1%	-8.0%	58.7	-0.3%	10.1%
23	CSc1nc(Nc2ccc(C)cc2C)cc(-c2ccccc2)n1	/	-15.1%	/	/	-30.9	16.9%	/
24	Cc1cc(S(=O)(=O)NCC(C)C)ccc1OCC(=O)NCc1ccco1	-6.8%	-1.3%	3.7%	-2.5%[2.29 µM]	7.2	0.4%	-7.1%
25	CNc1nc(OCC#N)nc(N2CCCCC2)n1	-14.3%	-2.9%	-0.9%	77.7%[activator]	17.3	-8.0%	-14.6%
26	NS(=O)(=O)c1ccc(NC(=O)COc2ccc(S(=O)(=O)NC3CCCCC3)cc2)cc1	/	1.6%	/	/	15.5	16.1%	/
27	CCC1SC2=NCCN2C1(O)c1ccc(Cl)cc1 (configuration not stated)	-8.8%	0.7%	-3.3%	-35.2%	-33.6	-12.8%	-28.7%
28	Cc1cccc(CC(=O)NCCS(=O)(=O)N2CCN(c3ccccc3)CC2)c1	0.3%	-5.3%	/	/	?	/	/
29	Cc1cc(C)n(Cc2ccc(C(=O)NN)o2)n1	33.3%[activator]	4.6%	-1.7%	2.5%	13.3	-11.0%	?
30	COC(=O)CN1C(=O)C(O)(CC(=O)c2ccc(Cl)cc2)c2ccccc21 (configuration not stated)	-3.4%	-5.6%	5.3%	3.7%	25.4	?	5.8%
31	CCOc1ccc(-c2nnn(CC(=O)NCc3ccc4c(c3)OCO4)n2)cc1	40.8%[activator]	-4.2%	-2.0%	-11.9%	20.6	3.6%	5.9%
32	COc1ccc(NC(=O)C2(C)Cc3c(-c4ccc(NC(C)=O)cc4)ccnc3O2)cc1 (configuration not stated)	-6.1%	0.0%	/	/	-12.4	/	/
33	COCCN(C(=O)c1ccc(N2C(=O)c3ccccc3C2=O)cc1)c1c(N)n(CC(C)C)c(=O)[nH]c1=O	6.9%	0.4%	/	-21.6%	-13.7	-12.6%	0.3%
34	Cc1ccc(CNC(=O)CC(C)S(=O)(=O)c2cc3c(cc2C)NC(=O)CO3)cc1 (configuration not stated)	-3.3%	-2.1%&-1.2%	0.8%	-8.4%	-2.4&-7.7	-12.7%&-5.8%	3.0%
35	O=C(c1cc(-c2ccc(Cl)cc2)n(-c2ccc(Cl)c(Cl)c2)n1)N1CCOCC1	-15.1%	-1.4%	-2.1%	-14.4%	4.9	3.5%	-6.1%
36	O=C(O)CCS(=O)(=O)c1ccccc1Cl	-17.7%	-3.2%	3.5%	-7.9%[11.4 µM]	7.0	-17.7%	4.8%
37	Cc1ccc2oc3c(c(=O)c2c1)C(c1cccc(O)c1)N(Cc1ccccc1Cl)C3=O (configuration not stated)	/	1.1%	/	/	-74.0*	?	/
38	CCN1CCCC1CN(Cc1cc2ccc(C)cc2[nH]c1=O)C(=S)Nc1ccc(OC)cc1 (configuration not stated)	-8.2%	-5.4%	-4.8%	-7.7%	?	?	-19.8%
39	Cc1cc(C)c(NC(=O)COC(=O)C2CCC2)c(Cl)c1	-0.8%	4.0%	-3.6%	-4.4%	-33.9	-11.8%	11.3%
40	CCN1CCN(C(c2ccccc2)c2c(O)cc(C)n(CCOC)c2=O)CC1 (configuration not stated)	/	3.3%	/	/	1.3	0.1%	/

# Single records (already shown). Screens in order: AMA1-RON2 inh	TbPYK inhibitor	LmPK inh	AmpC no deterg	HCMV antiviral	AmpC inh detg	HCV inh
# COc1ccc(NC(=O)C2(C)Cc3c(-c4ccc(NC(C)=O)cc4)ccnc3O2)cc1 (configuration not stated) as listed: -6.1%	0.0%	/	/	-12.4	/	/
# O=C(c1cc(-c2ccc(Cl)cc2)n(-c2ccc(Cl)c(Cl)c2)n1)N1CCOCC1 as listed: -15.1%	-1.4%	-2.1%	-14.4%	4.9	3.5%	-6.1%

# Going on with the list.
nr	canonical_smiles	AMA1-RON2 inh	TbPYK inhibitor	LmPK inh	AmpC no deterg	HCMV antiviral	AmpC inh detg	HCV inh
41	O=C(Nc1ccc(Cl)cn1)c1ccc2[nH]c(=O)c(=O)[nH]c2c1	-3.2%	5.2%	2.0%	-11.7%	2.7	0.8%	4.2%
42	CC(=O)C[C@H]1c2ccccc2S(=O)(=O)N1C1CCCC1	0.5%	-6.0%	/	/	-17.2	/	2.5%
43	COc1ccc(CCNC(=O)c2cc(COc3c(C)cccc3C)on2)c(OC)c1	-7.3%	0.0%	-6.8%	-5.9%	-13.5	5.3%	?
44	CCOc1ncccc1C(=O)NNC(=O)c1ccccc1-n1cccc1	84.7%[activator]	5.0%	-4.2%	-15.4%	34.5	-6.3%	1.4%
45	Cc1ccsc1CN(Cc1ccco1)C(=O)c1ccc(Cl)cc1	/	6.9%	/	/	-16.2	15.9%	/
46	CC(OC(=O)c1cc(=O)c2ccccc2o1)C(=O)c1ccccc1 (configuration not stated)	-1.5%	-2.8%	/	-10.4%	53.6	5.6%	23.8%
47	COc1ccc(C)cc1C(=O)CCC(=O)NCCc1ccc(S(N)(=O)=O)cc1	-0.1%	-9.5%	1.9%	-14.3%	8.8	5.8%	-9.2%
48	Cc1cccc(CCNS(=O)(=O)c2ccc3c(c2)n(C)c(=O)c(=O)n3C)c1	-9.2%	-2.6%	10.9%	-4.5%	-33.3	?	0.5%
49	COc1ccc(N2CCN(C(=O)COc3ccc(Cl)cc3Cl)CC2)cc1	-9.3%	-26.2%	6.9%	63.8%[activator]	21.6	-0.4%	?
50	O=P(c1ccccc1)(c1ccccc1)c1nc(-c2ccccc2)oc1NCc1ccccc1	-23.3%	2.8%	12.0%	0.4%	27.1	-6.6%	6.4%
51	Cn1c(SCC(=O)Nc2cccc(C(=O)O)c2)nnc1-c1cc2cc(Br)ccc2o1	2.7%	5.5%	1.3%	-38.4%	-17.2	0.6%	?
52	COc1ccc(CNC(=O)c2ccc(SC)cc2OC)cc1	-3.8%	-5.1%	-2.1%	-21.7%	24.8	?	-28.9%
53	Cn1c(=O)c(C(=O)CCl)c(N)n(Cc2ccccc2)c1=O	9.2%	0.9%	0.9%	-1.1%	25.6	-14.6%	?
54	COc1cccc(N2CCN(C(=O)CCNS(=O)(=O)c3ccc(F)c(F)c3)CC2)c1	10.2%	4.4%	/	63.0%[activator]	0.0	/	-25.8%
55	CN(C)CCOC(=O)c1ccc2[nH]c3c(c2c1)CSCC3	-12.8%	-0.3%	6.7%	9.6%	0.0	8.0%	?
56	CC(=O)N(CN1C(=O)CCC1=O)c1cccc(Cl)c1	31.3%[activator]	20.9%	-3.3%	-15.7%	39.5	-10.7%	36.4%[activator]
57	CC(C)CC1C(=O)N(Cc2cn(CCC3OCCO3)nn2)CCS(=O)(=O)N1Cc1ccc(-c2cccc(N(C)C)c2)cc1 (configuration not stated)	?	2.2%	/	/	-6.6	/	/

# Screening data as filed in PubChem.
